# Screening results (PubChem BioAssay)
# Shiga inhibitor: blocks Shiga toxin action in Vero cells; Vero cells, Shiga toxin protein synthesis inhibition reporter; inhibition, % at 38.7 µM; 9.2% of 290,000 active; in the data active means inhibition mostly above about 28%, no sharp cut-off; inactive means mostly below about 43%; further: 0% is about no effect
# HCMV inh: inhibitors of human cytomegalovirus; 4.5% of 410,000 active; HFF cells, HCMV-luciferase reporter, 72 h; hits give low values; activity change, negative = inhibition, % at 57.5 µM; in the data active means activity change below about -60%; inconclusive means no clear call, values can overlap the other calls; inactive means above about -39%; further: on the % scale 0 is the no-effect control and ±100 the full control effect
#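 Cell-based, HFFs, 1000 cells/well, 16 h 37C; cpds in DMSO + HCMV-luc, MOI 1 PFU/cell; 72 h 37C; OneGlo luminescence after 5 min RT; norm. to buffer vs Salinomycin 10uM.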
# AmpC detergent: blocks E. coli AmpC beta-lactamase in detergent assay | P00811 | AmpC hydrolysis of nitrocefin, absorbance 480 nm, 0.01% Triton | Potency, µM (highest dose often 114 µM), without a hit: at the highest dose activity change, negative = inhibition, hits mostly inhibitors | 0.041% of 370,000 active;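 further: potency means the concentration at half of the fitted maximal effect; 0% = no-compound wells and -100% = no-enzyme wells; nearly all actives have a fitted effect of over 25% in size; some results filed as inactive show a strong effect at the top dose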
# Target sequence (P00811 whole entry, looked up): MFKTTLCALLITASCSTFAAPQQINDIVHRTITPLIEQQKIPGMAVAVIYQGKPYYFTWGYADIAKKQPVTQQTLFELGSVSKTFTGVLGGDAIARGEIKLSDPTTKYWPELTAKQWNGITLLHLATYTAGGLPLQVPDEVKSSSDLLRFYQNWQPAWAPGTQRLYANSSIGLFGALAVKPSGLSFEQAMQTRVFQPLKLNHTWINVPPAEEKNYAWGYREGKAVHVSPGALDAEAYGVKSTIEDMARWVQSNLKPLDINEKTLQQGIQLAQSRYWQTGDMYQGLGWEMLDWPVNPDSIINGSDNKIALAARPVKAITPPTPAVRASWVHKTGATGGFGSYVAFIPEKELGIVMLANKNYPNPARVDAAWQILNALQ
#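 20 mM phosphate pH 7.0 + 0.01% (detergent screen) or 0.0001% Triton X-100; 5.3 nM AmpC reagent; cpd preinc 15 min RT; nitrocefin (800 uM stock) to start; A480 q20 s × 4 min; Activity was normalised to no-enzyme and no-compound control wells.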
# AmpC inh no detg: blocks E. coli AmpC beta-lactamase in detergent-free assay; P00811; AmpC nitrocefin hydrolysis, absorbance 480 nm, 0.0001% Triton; Potency, µM (doses to about 57.1 µM), inactives show top-dose activity change, negative = inhibition, usual class: inhibitors; 0.52% of 330,000 active; AID 485341;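 further: potency means the concentration at half of the fitted maximal effect; plate controls were no compound for no effect and no enzyme for full effect; nearly all actives have a fitted effect of over 20% in size; some results filed as inactive show a strong effect at the top dose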
#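 AmpC (5.3 nM in the dispensed reagent) in 20 mM phosphate pH 7.0 with 0.01% (detergent screen) or 0.0001% Triton X-100 was preincubated with compounds for 15 min at room temperature. Nitrocefin was then added from an 800 uM solution, and hydrolysis was followed at 480 nm.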
# CHX counter: affects cycloheximide protein synthesis inhibition readout, counter-screen | cell reporter, cycloheximide protein synthesis inhibition counterscreen | max response, % | 12% of 300,000 active | AID 2314; in the data active means max response mostly above about 13%, no sharp cut-off; inactive means mostly below about 14%; further: read at 38.3 µM for the half of the compounds with a filed dose; 0% is about no effect
# AMA1 RON2 block: AMA1-RON2 (P. falciparum) interaction inhibition. AlphaScreen AMA1-biotinylated RON2 peptide binding. Potency, µM (doses to about 58.2 µM), inactives show top-dose activity change, negative = inhibition, actives largely listed as inhibitors. 0.2% of 360,000 active. AID 720542;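 further: potency means the concentration at half of the fitted maximal effect; 0% = vehicle wells and -100% = peptide control; nearly all actives have a fitted effect of over 45% in size; some results filed as inactive show a strong effect at the top dose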
#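 AMA1 (3D7) with his tag at 25 nM final met compounds first, then biotinylated RON2 peptide at 25 nM; detection used donor plus acceptor beads, 10 µg/mL apiece, read by AlphaScreen after 30 min at room temperature.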
# Giardia FBPA inh: Giardia lamblia aldolase inhibition; purified Giardia FBPA; 0.71% of 290,000 active; AID 2451; A8B2U2; Potency, µM (top dose mostly 59.6 µM), for inactives: top-dose activity, negative = inhibition, most hits filed as inhibitors; further: potency means the concentration at half of the fitted maximal effect; on the % scale 0 is the no-effect control and ±100 the full control effect; nearly all actives have a fitted effect of over 55% in size
# Target sequence (A8B2U2 whole entry, looked up): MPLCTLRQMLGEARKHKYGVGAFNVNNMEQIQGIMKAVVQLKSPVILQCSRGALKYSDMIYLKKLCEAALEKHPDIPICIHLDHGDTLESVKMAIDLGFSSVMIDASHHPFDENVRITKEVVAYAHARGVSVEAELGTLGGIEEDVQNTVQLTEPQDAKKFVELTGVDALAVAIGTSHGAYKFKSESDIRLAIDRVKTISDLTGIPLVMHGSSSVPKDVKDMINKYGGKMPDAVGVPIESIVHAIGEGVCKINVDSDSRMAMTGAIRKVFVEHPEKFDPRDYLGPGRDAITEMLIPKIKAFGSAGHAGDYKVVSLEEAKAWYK
#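 40 nM FBPA preincubated 10 min at RT with compound (up to 57.5 uM final), then substrate plus GAPDH/TPI/NAD/arsenate coupling and diaphorase/resazurin added. Fluorescence read after 20 min at RT, 525/598 nm.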
# * = called active by the depositor; ? = inconclusive; · = not tested or not shown; + = active, no number; & = joins results of further samples; [ ] = another dose, or the depositor's remark. Unless noted, the call rests on the fitted dose curve; in most records, active means well fitted curve in the direction sought with a large enough effect; inconclusive means small, poorly fitted or top-dose-only effect, or another doubt; inactive means no such curve, though single readings can be large; an effect the other way counts as inactive or inconclusive.
SMILES,Shiga inhibitor,HCMV inh,AmpC detergent,AmpC inh no detg,CHX counter,AMA1 RON2 block,Giardia FBPA inh
COc1cc(C(C(=O)NC2CCCC2)N(CCO)C(=O)Cn2nnc(-c3ccc(C)o3)n2)ccc1O (stereo unspecified),10,-24,-2%,-13%,-4,3%,4%
COc1ccccc1/C=C/C(=O)OCC(=O)Nc1c(F)cccc1F,18,-35,-3%,-35%,-2,0%,1%
O=C(CC1CCCCC1)Nc1ccc(-c2ccc3nncn3n2)cc1,-6,0,4%,-18%,6,-11%,0%
CC12CCC(=O)N1C(C(=O)OCC(=O)Nc1ccc(C(F)(F)F)cc1)CS2 (stereo unspecified),·,74,0%,20%,·,-7%,·
O=C(NCc1cccnc1)c1ccc(COc2ccc(Cl)cc2)cc1,77,-86*,-14%,86%[activator],8,-11%,-10%
N#Cc1c(-c2ccccc2)ccn(Cc2cccc(Cl)c2)c1=O,9,67,-3%,-18%,8,-6%,-2%
O=C1OC(NCc2cccnc2)(c2ccc(Cl)cc2)c2ccccc21 (stereo unspecified),-10,?,6%,57%,-3,-8%,5%
CN(C)c1ccc(CNC2CC(C)(C)NC(C)(C)C2)cc1,18,20,-4%,-12%,-1,-2%,-1%
COc1ccc(C2CCCN2C(=O)Nc2ccc(F)cc2)cc1OC (stereo unspecified),-13,-5,-10%,-18%,-2,0%,-1%
Cc1ccc(NC(=O)C(C)[n+]2ccccc2)cc1[N+](=O)[O-] (stereo unspecified),22,54,6%,-4%,2,9%,-5%
COc1ccc(Cn2c(-c3ccco3)nc3c(c(=O)c4ccccc4n3C)c2=O)cc1,-6,?,2%,-22%,1,-7%,-5%
O=C1C=C(c2cccs2)C[C@H](c2ccccc2)[C@H]1n1nnc([N+](=O)[O-])n1,-6,-80*,-8%,-43%,-2,-18%,?
O=S(=O)(c1ccc2nc(N3CCN(c4ccccc4)CC3)ccc2c1)N1CCCCC1,15,-32&-14,2%&2%,-18%,-9,-5%,·
Cc1ccccc1NC(=O)N1CCCC1C(=O)NCc1cccs1 (stereo unspecified),6,33,?,-8%,-1,-2%,-2%
Nc1cccc(-c2cn(-c3cc4cc(C#CC5(O)CCCCC5)ccc4oc3=O)nn2)c1,·,11,-2%,23%,·,-5%,·
CN1CCN(C(=O)c2ccc(N(Cc3ccccc3Cl)S(C)(=O)=O)cc2)CC1,-5,-9,1%,8%,-6,6%,2%
CCc1ccccc1OCC(=O)N(CC)CC(=O)NCc1ccc(F)cc1,-18,-1,-7%,0%,-2,8%,9%
COCC(C)NCc1ccccc1C (stereo unspecified),-9,-4,?,-13%,-2,5%,?
O=C(Nc1ccccc1)O[C@@H]1C[C@H]2CCC(=O)N3CC[C@@H](C1)[C@@H]23,38*,·,?,-1%,31*,·,9%
CS(=O)(=O)c1cnc(-c2cccnc2)nc1N,36,-91*,3%,-11%,6,-10%,8%
CC12CCC(C(=O)Nc3cccc(NC(=O)C45CCC(C)(C(=O)O4)C5(C)C)n3)(OC1=O)C2(C)C,-8,-12,-11%,-2%,1,-3%,-6%
c1ccc(-c2nnc(N3CCN(c4ccccc4)CC3)nc2-c2ccccc2)cc1,-1,-20,-3%,-16%,-3,-4%,5%
CN(C)CCSc1nc(-c2ccccc2)nc2c1CCC2,-12,37,-10%,0%,2,0%,4%
Cc1nnc(NC(=O)c2ccc(S(=O)(=O)N3CC(C)OC(C)C3)cc2)o1 (stereo unspecified),-12,14,-2%,-6%,5,38%[activator],12%
CN(C)C(=O)CN1C(=O)NC2(CCCc3ccccc32)C1=O (stereo unspecified),-20,21,1%,-8%,1,6%,·

# Compound profiles, as listed above. Values in the order: Shiga inhibitor | HCMV inh | AmpC detergent | AmpC inh no detg | CHX counter | AMA1 RON2 block | Giardia FBPA inh
# O=C1C=C(c2cccs2)C[C@H](c2ccccc2)[C@H]1n1nnc([N+](=O)[O-])n1 is entered as -6 | -80* | -8% | -43% | -2 | -18% | ?
# COCC(C)NCc1ccccc1C (stereo unspecified) is entered as -9 | -4 | ? | -13% | -2 | 5% | ?
# O=C(NCc1cccnc1)c1ccc(COc2ccc(Cl)cc2)cc1 is entered as 77 | -86* | -14% | 86%[activator] | 8 | -11% | -10%
# O=C(CC1CCCCC1)Nc1ccc(-c2ccc3nncn3n2)cc1 is entered as -6 | 0 | 4% | -18% | 6 | -11% | 0%

# New compounds follow.
SMILES,Shiga inhibitor,HCMV inh,AmpC detergent,AmpC inh no detg,CHX counter,AMA1 RON2 block,Giardia FBPA inh
CCOC(=O)c1nnc(-c2ccc(C)cc2)nc1Oc1ccc(Cl)cc1Cl,-4,166,-1%,-12%,2,-10%,0%
CCN(CC)S(=O)(=O)c1ccc(N=NC2=C(O)CCCC2=O)cc1,0,-20,5%,1%,-1,-8%,0%
Cc1cc(C)c[n+](-c2nc3ccccc3nc2[N-]S(=O)(=O)c2ccc(Br)s2)c1,8,-38,-7%,120%[activator],2,7%,8%
O=C(CCC1CCCNC1)c1ccccc1 (stereo unspecified),-3,·,-7%,-7%,1,·,?
COc1ccc(/C=C/C(=O)NNC(=O)C(C)Oc2ccccc2F)cc1OC (stereo unspecified),·,22,·,-7%,·,107%[activator],·
CNS(=O)(=O)c1cccc(C(=O)Nc2cccc(Cl)c2)c1,15,31,0%,-30%,35*,-14%,1%
CCn1cc(SCC(=O)Nc2cc(C)on2)c2ccccc21,-8,-19,-11%,-17%,4,-7%,-2%
COc1ccc(OC)c(CNC(=O)C2CCCN(C(=O)N(C)C)C2)c1 (stereo unspecified),-14,41,-10%,-4%,-4,-2%,1%
Nc1nc(CN2CCCCCC2)nc(Nc2ccccc2)n1,-5,-21,3%,-23%,-1,-1%,-11%
COC(=O)C1=C(c2ccc(F)cc2F)C[C@@H]2CC[C@H]1N2C(=O)NC1CCCCC1,·,·,5%,0%,·,2%,·
COc1cccc(CNS(=O)(=O)c2c(C)[nH]c(C)c2C(=O)N2CCCC2)c1,9,-15,1%,-19%,1,-10%,·
NS(=O)(=O)c1ccc2nc(NC(=O)CS(=O)(=O)c3ccc(F)cc3)sc2c1,-5,21,-1%,-47%,2,0%,-1%
O=C1CCCCN1CCC(=O)N1CCCC(N2CCN(c3ccccc3)CC2)C1 (stereo unspecified),-6,-14,?,-7%,-1,-8%,·
COc1ccc(/C=N/OCC(=O)Nc2nc3ccccc3s2)cc1,+,19,-8%,-16%,34*,6%,0%
Cc1ccc(CS(=O)(=O)c2ncc(Cl)c(C(=O)Nc3nnc(C(C)C)s3)n2)cc1,75*,-98*,?,-32%,52*,60%[activator],-17%
c1cncc(CNC2=NCCC2)c1,-23,46,2%,-2%,-5,7%,3%
CCc1cc2c(=O)c(Oc3ccccc3F)c(C)oc2c(CN(C)C)c1O,-23,32,3%,-37%,-6,-4%,-4%
CN(CC(=O)Nc1cccc(F)c1)C(=O)C1CC(=O)N(Cc2ccco2)C1 (stereo unspecified),·,-17,?,-13%,·,20%,·
Cc1ccc(-c2nnc(SCC(=O)N/N=C/c3ccc(C(=O)O)cc3)n2C2CCCCC2)cc1,-6,-23,-9%,-26%,-7,0%,2%
Cc1occc1C(=O)Nc1nnc(C(F)(F)F)s1,5,-10,-5%,-8%,8,-1%,-12%
O=c1c2ccccc2nc2n1C(CBr)CN2 (stereo unspecified),-10,-20,?,3%,-2,-15%,-1%
CCC(C)NC(=O)CSc1nnc(-c2ccc(Cl)cc2)n1N (stereo unspecified),4,11,5%,-1%,-1,0%,0%
C/C(CC(=O)Nc1ccc(N(C)C)cc1)=N\NC(=O)c1ccc([N+](=O)[O-])cc1Cl,27,-29,-2%,-4%,18,35%[activator],-24%
Cn1c(CNC(=O)CNS(=O)(=O)c2ccc(Br)cc2)cc(=O)n(C)c1=O,-4,-38,-14%,-1%,-2,-3%,5%
Brc1ccc(-c2ccccc2)cc1,·,8,-7%,-1%,·,11%,·
SMILES,Shiga inhibitor,HCMV inh,AmpC detergent,AmpC inh no detg,CHX counter,AMA1 RON2 block,Giardia FBPA inh
COc1ccc(OC)c(N2C(=O)NC(=O)/C(=C/c3ccc([N+](=O)[O-])s3)C2=O)c1,-4,3,5%,-26%,-5,-24%,13µM*
CCCOC(=O)c1c(-c2ccc(C)cc2C)csc1NC(=O)C1C2CCC(O2)C1C(=O)O (stereo unspecified),-4,-19,?,-8%,-3,9%,16%
COc1ccccc1/C=C/C(=O)c1c2c(c(C)[nH]c1=O)CCCC2,23,-109*,-7%,-19%,9,5%,-27%
O=C(c1ccc(OC2CCN(CCc3ccccc3)CC2)cc1)N1CCCCC1CCCO (stereo unspecified),-6,-8,-11%,8%,-3,-1%,-6%
N#C/C(=C\c1c[nH]c2ccccc12)C(=O)NCC1CCCO1 (stereo unspecified),54*,?,-1%,-7%,31*,-8%,-1%
Cc1ccc(C)c(OCCC(=O)OCC(=O)NC2CC2)c1,·,-27,-14%,6%,·,7%,·
CCCN(CCC)S(=O)(=O)c1ccc(C(=O)Nc2nnc(-c3cc(OC)cc(OC)c3)o2)cc1,-7,·,1%,-30%,-7,39%[activator],24%
Cc1ccc([C@@H]2C3COCC=C3C(C#N)=C(N)C2(C#N)C#N)o1 (stereo partly specified),-33,29,-15%,-22%,-1,-6%,?
COCCN(C(=O)COC(=O)/C=C/c1cccc(C(F)(F)F)c1)c1c(N)n(CC(C)C)c(=O)[nH]c1=O,·,24,·,-8%,·,-1%,·
CC(C)NC(=O)c1sc2c(c1C(=O)Nc1cccnc1)CCCC2,-6,9,0%,18%,1,3%,6%
CC(=O)c1ccc(N2CCN(S(=O)(=O)c3ccc4ccccc4c3)CC2)cc1,·,8,-6%,0%,·,0%,·
Fc1ccccc1OCCCCN1CCCCC1,-6,13,-4%,-11%,-3,-11%,?
Cc1ccc(N2C(=O)c3ccc(N)cc3C2=O)cc1C,119*,81,0%,-22%,31*,0%,1%
COC(=O)[C@@H](NCc1cccc(CN[C@H](C(=O)OC)C(C)C)c1)C(C)C,-8,?,?,48%,1,-2%,11%
CC1(C)CCc2c([nH]c3ccccc3c2=O)O1,2,4,2%,3%,8,3%,-3%
CCCCn1c(SCC(=O)NC2CCS(=O)(=O)C2)nc2ccccc2c1=O (stereo unspecified),11,2,-12%,-1%,-1,1%,·
CCc1ccc(N=C2NC(=O)/C(=C/c3ccc(OCC(=O)O)cc3)S2)cc1,·,56,-8%,-35%,-1,-8%,-1%
O=c1[nH]c(O)c(C=Nc2ccc(Cl)c(C(F)(F)F)c2)c(=O)[nH]1,·,0,-2%,-13%,-1,-2%,-7%
Cc1cc(NC(=O)c2cc(-c3ccccn3)nc3ccccc23)no1,-15,24,-13%,-5%,-4,0%,2%
O=C(NCCc1ccccc1)Oc1ccc(Cl)cc1,63*,91,-1%,-21%,48*,0%,-2%
CCOC(=O)C(=NCC1CCCO1)NNc1cc(Cl)ccc1Cl (stereo unspecified),-5,0,-2%,29%,2,?,-3%
COc1cc(C#Cc2c(-c3cncn3C)n(C)c3ccc(-c4ccc(CN5CCOCC5)cc4)cc23)cc(OC)c1,·,-10,·,63%[activator],·,-18%,·

# Compounds as they come; any-hit rate near 16%.
